Bioassay records (PubChem BioAssay)
GPR151 ag – activators of human GPR151, primary screen, cell-based, PathHunter beta-arrestin, luminescence; PathHunter beta-arrestin GPR151 cells; activation, % at 11.2 µM; hit rate 1% among 650,000; in the data active means activation above about 4.9%;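 further: 0% = median of compound wells and 100% = cells with positive control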
Target sequence (Q8TDV0 whole entry, looked up): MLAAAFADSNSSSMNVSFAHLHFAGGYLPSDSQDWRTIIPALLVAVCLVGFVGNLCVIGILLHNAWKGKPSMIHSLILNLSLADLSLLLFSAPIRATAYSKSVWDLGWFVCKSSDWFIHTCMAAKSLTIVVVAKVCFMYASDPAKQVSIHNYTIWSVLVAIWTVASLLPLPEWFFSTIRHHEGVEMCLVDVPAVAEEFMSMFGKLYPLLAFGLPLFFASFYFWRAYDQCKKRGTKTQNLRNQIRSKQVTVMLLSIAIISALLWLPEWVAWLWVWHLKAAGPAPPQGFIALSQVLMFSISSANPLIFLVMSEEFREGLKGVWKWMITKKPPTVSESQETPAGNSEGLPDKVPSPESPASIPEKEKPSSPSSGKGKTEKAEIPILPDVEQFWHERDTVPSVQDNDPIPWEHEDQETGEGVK
TEAD-YAP inh – TEAD-YAP interaction inhibition, primary screen, TEAD-YAP interaction inhibitor project, luminescence, HEK-TIYL cells | TEAD-Gal4/YAP UAS-luciferase luminescence | inhibition, % at 9.12 µM | hit rate 1.4% among 640,000 | AID 1259422, 2018; in the data active means inhibition above about 32%;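 further: 0% = median of test compound wells and 100% = reference inhibitor wells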
FBW7 act – FBW7 E3 ligase activators, primary screen, biochemical, AlphaScreen, human; F-box/WD repeat-containing protein 7 (Homo sapiens), Q969H0; AlphaScreen FBW7–phospho-cyclin E peptide binding, activator screen; normalized activity (activation), % at 26.1 µM; hit rate 0.13% among 650,000; in the data active means normalized activity above about 1.9%;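 further: purified mutant Fbw7 with reduced substrate affinity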
MITF inh – MITF inhibitors, primary screen, biochemical, AlphaScreen, human; Microphthalmia-associated transcription factor (Homo sapiens), O75030; AlphaScreen MITF homodimerization, bead proximity signal; inhibition, % at 2.6 µM; hit rate 0.91% among 650,000; in the data active means inhibition above about 50%;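 further: 0% = vehicle wells with protein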
Target sequence (O75030 whole entry, looked up): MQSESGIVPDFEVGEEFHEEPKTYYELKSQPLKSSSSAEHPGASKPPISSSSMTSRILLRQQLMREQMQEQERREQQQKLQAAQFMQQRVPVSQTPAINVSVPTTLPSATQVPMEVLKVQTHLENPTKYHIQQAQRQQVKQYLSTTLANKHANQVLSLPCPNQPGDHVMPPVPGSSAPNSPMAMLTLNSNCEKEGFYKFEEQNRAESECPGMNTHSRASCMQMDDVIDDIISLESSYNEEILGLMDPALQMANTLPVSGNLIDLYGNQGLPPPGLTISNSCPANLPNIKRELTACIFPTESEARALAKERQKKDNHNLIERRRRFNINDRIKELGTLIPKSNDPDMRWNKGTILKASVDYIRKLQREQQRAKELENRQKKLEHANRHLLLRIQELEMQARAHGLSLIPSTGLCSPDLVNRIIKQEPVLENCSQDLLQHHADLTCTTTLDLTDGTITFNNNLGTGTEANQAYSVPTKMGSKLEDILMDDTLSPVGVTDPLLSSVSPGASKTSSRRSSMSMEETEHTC
* = called active by the depositor.

SMILES	GPR151 ag	TEAD-YAP inh	FBW7 act	MITF inh
CCCCCC1(CCCCC)NC(=S)N(c2ccccc2)N1	-0.6	-9	-0.1	8
CCOC(=O)c1ccc(-n2c(C)nc3ccccc3c2=O)cc1	0.2	0	-0.1	2
CC(C)NC(=O)CSc1ncnc2sc3c(c12)CCC3	0.4	-11	0.1	10
CNC(=O)/C(C#N)=C/c1c(Oc2cccc(C)c2)nc2ccccn2c1=O	-6.4	11	0.0	0
O=C(c1sc2ccccc2c1Cl)N1CCN(c2ccccc2)CC1	-0.2	-5	0.0	1
CCN=C1SC(CC(=O)Nc2ccc(N3CCOCC3)cc2)C(=O)N1CC (configuration not stated)	-0.7	1	0.0	12
CC(=O)NC1C(Oc2ccccc2C)OC2COC(c3ccco3)OC2C1O (configuration not stated)	-0.7	-8	0.0	5
CNc1ccccc1-n1cnc(-c2ccc([N+](=O)[O-])cc2)c1	-0.2	-3	0.0	19
CNC(=O)c1c(NC(=O)CCSc2ccccc2)sc2c1CCC(C)C2 (configuration not stated)	-0.6	-9	0.2	-4
COc1cc(C2C3=C(CC(C)(C)CC3=O)OC3=C2C(=O)CC(C)(C)C3)cc([N+](=O)[O-])c1O	-0.6	-8	-0.2	-14
O=C(Nc1ccc(I)cc1)c1cccc(S(=O)(=O)N2CCCCCC2)c1	0.2	3	0.9	5
Cc1ccc(OCCOCCOc2ccc(/C=N/n3cnnc3)cc2)cc1	0.3	1	-0.1	-14
CC1CC(=O)C2=C(C1)OC(N)=C(C#N)C2c1c[nH]c2ccccc12 (configuration not stated)	1.4	4	0.0	0
COc1ccc(-c2nc3ccccc3o2)cc1NC(=O)c1ccc(Br)o1	0.5	-20	-0.1	0
Cc1[nH]nc(-c2ccccc2)c1Sc1ccc(Cl)cc1	-0.9	2	-0.1	-1
CCOc1ccc(C(=O)NCC(=O)OC2CCOC2=O)cc1OCC (configuration not stated)	-1.0	-8	0.1	-1
Clc1nc(Nc2ccc(I)cc2)nc(NC2CCCCC2)n1	1.3	1	-0.1	4
Cc1cc(C)c2cccnc2c1O	-1.1	-4	0.5	0
O=C(N/N=C/c1ccc(O)cc1)c1ccc(NC(=O)c2ccccc2Br)cc1	-0.8	0	0.0	-4
CC(C)C(Sc1nc2ccccc2s1)C(=O)NC(N)=O (configuration not stated)	1.4	15	-0.3	1
c1ccc2[nH]c(CCc3nc4ccccc4[nH]3)nc2c1	0.6	8	0.1	1
Cc1ccc2c(CNCc3ccccc3Cl)c(C(=O)O)n(Cc3ccccc3)c2c1	2.6	1	0.5	4
COc1ccc(CN2C[C@@H]3C[C@@H](c4cccs4)N4CCC[C@@]34C2=O)cc1	-1.4	4	0.6	18
COc1cc(C(=S)N2CCC(C)CC2)ccc1OC(=O)c1cccc2ccccc12	-0.8	-1	-0.1	0
Cc1nc(N=Nc2ccc(O)cc2)n[nH]1	-7.8	15	-0.1	4
O=C1[C@H]2CCCN2C(=O)c2ccccc2N1CCN1CCCC1	0.3	8	-0.2	2
Cn1c(=O)c(N)c2c3c(c(Br)ccc31)C(=O)c1ccccc1-2	0.8	-7	-0.4	10
CCn1c(=O)c2cc(C(=O)N3CCCCCC3)sc2c2ccccc21	-0.3	-8	-0.1	14
O=S(=O)(Nc1nc2ccccc2nc1NCc1ccccc1)c1cccs1	-0.5	8	-0.1	-1
O=C(CCCN1C(=O)/C(=C/c2cccs2)SC1=S)Nc1ccc(O)c(C(=O)O)c1	0.0	3	0.0	-2
COCCN(CCOC)C(=O)/C(=C\c1ccccc1)NC(=O)c1ccccc1	0.4	-2	1.0	3
CCCCOc1ccc(C2=N/C(=C\c3ccc4c(c3)OCO4)C(=O)O2)cc1	0.4	0	0.1	8
CC(=O)c1cccc(NC(=O)NNC(=O)c2ccccc2I)c1	-0.6	11	-0.1	-1
COc1cccc(-c2csc(/C(C#N)=C\Nc3ccc(S(N)(=O)=O)cc3)n2)c1	-0.7	-4	0.0	1
CS(=O)(=O)N1CCC(C(=O)NC(c2ccccn2)c2cccs2)CC1 (configuration not stated)	1.1	9	0.5	11
COc1ccc(-n2nc(C(=O)NCC(=O)N3CCN(c4ccccc4)CC3)c3ccccc3c2=O)cc1	0.7	-34	0.2	4
COc1ccc(CCNc2nc(SCc3cccc(Cl)c3)nc3ccccc23)cc1OC	1.5	-3	0.1	-3
CN(CCC#N)C(=O)C1CCN(S(=O)(=O)c2cccc3nsnc23)CC1	-0.2	4	0.0	3
CC1=CCC2C(=O)N(Cc3ccccc3)C(=O)C2C1 (configuration not stated)	0.7	1	0.1	-34
COc1ccc(NC(=O)Nc2nnc(-c3ccc(OC)cc3)s2)cc1	-0.6	5	0.2	8
CCOc1ccc(-n2nc3ccc(NC(=O)c4ccc(I)cc4)cc3n2)cc1	-1.2	-3	-0.1	-16
Cc1ccc(C(OCC(C)(C)C[N+](C)(C)C)c2ccccc2)cc1 (configuration not stated)	2.3	5	-0.2	-6
O=C(c1ccc(Br)cc1)N1CCCc2ccccc21	0.2	-3	0.0	14
COC(=O)c1ccc(NC(=O)CSc2nnc(-c3cccc(C)c3)n2C)cc1	0.2	10	0.2	17
COc1ccc2cc(Br)ccc2c1CC(=O)Nc1nc(C)cs1	-0.9	38*	0.0	4
O=C(Nc1ccc(O)cc1)c1scc2c1CCCC2	-1.9	68*	0.2	0
CC1CC(C)CN(C(=O)Cn2ncc3cccn3c2=O)C1 (configuration not stated)	-0.7	-5	0.3	13
Nn1c(SCc2cccnc2)nncc1=O	2.0	9	-0.2	-3
COc1ccc(NC(=O)c2ccccc2O)c(OC)c1	1.5	-38	0.3	18
O=C(O)C/C(=C\c1ccc(N2CCOCC2)c([N+](=O)[O-])c1)c1nc2ccccc2s1	-0.1	0	0.0	12

The list continues:
SMILES	GPR151 ag	TEAD-YAP inh	FBW7 act	MITF inh
CCN1C(=O)/C(=C/c2ccc(O)c(I)c2)SC1=S	2.1	4	0.1	0
Cc1c(Cl)cccc1NC(=O)CSC1=C(C#N)C(c2ccco2)CC(=O)N1 (configuration not stated)	-0.9	-29	-0.2	-5
CCOC(=O)c1sc(N2C(=O)C(=O)/C(=C(/O)c3ccc(C)cc3)C2c2ccc(Br)cc2)nc1C (configuration not stated)	1.5	-9	0.0	-3
O=[N+]([O-])c1nn(-c2ccc3c(c2)OCCO3)n(O)c1=NC1CCCC1	-0.8	-8	0.0	6
C=CCOC(=O)/C(=C\c1ccc([N+](=O)[O-])cc1)NC(=O)c1ccc(OC)cc1	1.6	-3	0.0	4
CN1CCC(N2CCC(c3[nH]ncc3-c3cccc(F)c3)CC2)CC1	-1.1	-2	-0.1	-24
Cc1ccc(Nc2nc(-c3ccc(Br)cc3)cs2)cc1	-1.8	-25	0.3	11
O=C(NCc1nnc2n1CCN(CC1CCCCC1)CC2)c1ccncc1	1.4	5	-0.1	6
O=C(C1CC12CCN(C1CCOCC1)CC2)N1CCN(Cc2ccccc2)CC1 (configuration not stated)	-1.2	-5	-0.1	-3
O=C(/C=C/c1ccccc1)NC(CCC(=O)OCc1ccccc1)C(=O)OCc1ccccc1 (configuration not stated)	-1.5	0	0.0	-17

In the list so far, these contain a COOH group:
SMILES	GPR151 ag	TEAD-YAP inh	FBW7 act	MITF inh
Cc1ccc2c(CNCc3ccccc3Cl)c(C(=O)O)n(Cc3ccccc3)c2c1	2.6	1	0.5	4
O=C(CCCN1C(=O)/C(=C/c2cccs2)SC1=S)Nc1ccc(O)c(C(=O)O)c1	0.0	3	0.0	-2
O=C(O)C/C(=C\c1ccc(N2CCOCC2)c([N+](=O)[O-])c1)c1nc2ccccc2s1	-0.1	0	0.0	12

Additional records:
SMILES	GPR151 ag	TEAD-YAP inh	FBW7 act	MITF inh
O=C(Nc1ccc(F)cc1)N1CCC(NC(=O)C23CC4CC(CC(C4)C2)C3)CC1	0.3	8	0.0	0
Cc1cnc(-c2c(C)noc2C)nc1Nc1ccc(N2CCOCC2)cc1	-2.4	-11	0.7	15
O=C(CN1C(=O)C2C3C=CC(C3)C2C1=O)N1CCN(C2CCCCC2)CC1 (configuration not stated)	1.4	-9	0.5	24
CC(C)(C)NS(=O)(=O)c1cc(C(=O)O)ccc1Cl	0.5	-2	-0.2	-3
Cc1ccc(-n2c(C)cc(/C=C3\NC(=S)NC3=O)c2C)cc1	0.0	1	0.0	4
O=C1CC(c2ccc(S(=O)(=O)NC3CC3)cc2)CN1 (configuration not stated)	2.4	-1	-0.1	2
CCCn1c(N(CC)CC)nc2c1c(=O)[nH]c(=O)n2C	-0.7	-3	0.0	3
Cc1ccc2nc(NC(=O)CCNS(=O)(=O)c3ccc4c(c3)oc(=O)n4C)sc2c1	-0.3	3	0.0	17
CCOC(=O)c1ccc(CNC(=O)CC2C(=O)NCCN2CC(C)(C)C)o1 (configuration not stated)	1.0	-10	0.8	-10
O=C1NC(=S)NC(=O)C1=Cc1ccc(O)c(Cl)c1	-2.5	-2	0.4	21
Cc1ccc2c(c1)c(=O)c1ccccc1n2CC(=O)N1CCC(c2ccccc2)CC1	0.7	-5	-0.1	4
Fc1ccccc1Cn1cnc(NC(=S)NCCc2ccccc2)n1	0.7	5	-0.1	-9
CC(Cl)(CCl)C(=O)NCCN1CCOCC1 (configuration not stated)	-0.2	-5	0.2	-2
C/C(=N/NC(=O)c1cccs1)c1ccc(O)cc1	-2.9	-59	-0.2	5
CCC(NC(=S)NC(=O)c1cccnc1)c1ccccc1 (configuration not stated)	2.7	-2	-0.1	14
Cc1ccc(SC(C)C(=O)Nc2ccccc2C#N)cc1 (configuration not stated)	-1.7	-8	0.1	-15
CN(C)C(=O)CSc1nnc(-c2ccco2)n1C	-0.6	5	2.1*	17
C=CCS(=O)(=O)N1CCC(Cc2ccccc2Cl)(C(=O)OCC)CC1	0.2	3	0.1	17
CC12NC(=S)NC(c3ccccc3O1)C2C(=O)Nc1ccc(Cl)cc1 (configuration not stated)	-0.6	-4	0.3	22
O=c1[nH]nc2c3ccccc3c(Cl)nn12	-1.2	-11	-0.2	2
CC(C)C(CO)Nc1nccn2c(-c3cccs3)cnc12 (configuration not stated)	-0.1	-48	0.4	11
CCCc1cc(=O)n2[nH]c(NCc3ccccc3)nc2n1	1.3	-4	-0.2	-9
CC(C)c1ccc(S(=O)(=O)Nc2ccc(O)c(Cl)c2)cc1	0.3	21	0.7	8
CC1(C)CC(=O)C(N=Nc2cc3c(cc2[N+](=O)[O-])OCCO3)=C(O)C1	0.0	4	0.0	13
O=c1c2ccccc2nc(-c2ccccc2F)n1NCc1cccc(Br)c1	0.5	-15	0.2	14
COCCN1C(=O)/C(=C/c2cc(OC)c(OC)c(OC)c2)SC1=S	-0.7	5	-0.3	11
c1ccc2c(c1)N1CCCN=C1N2CCNC1CCCCC1	0.6	3	0.0	-22
Cc1cccc(C)c1NC(=O)CSC1=C(C#N)C(c2cccs2)C2=C(CCCC2=O)N1 (configuration not stated)	-1.2	5	0.6	16
O=[N+]([O-])/C(C(Cl)=C(Cl)Cl)=C1\Nc2ccc([N+](=O)[O-])cc2N1	-0.4	-1	-0.1	8
COc1ccc(C(=O)NC(=S)Nc2ccccc2C(N)=O)cc1Br	1.8	0	-0.1	-8

One compound at a time, from the list above. Order of screens: GPR151 ag	TEAD-YAP inh	FBW7 act	MITF inh
Listed for Cc1cccc(C)c1NC(=O)CSC1=C(C#N)C(c2cccs2)C2=C(CCCC2=O)N1 (configuration not stated) : -1.2	5	0.6	16
Listed for COc1ccc(C(=O)NC(=S)Nc2ccccc2C(N)=O)cc1Br : 1.8	0	-0.1	-8
Listed for COCCN1C(=O)/C(=C/c2cc(OC)c(OC)c(OC)c2)SC1=S : -0.7	5	-0.3	11

Of the compounds above, these have fluorine.
SMILES	GPR151 ag	TEAD-YAP inh	FBW7 act	MITF inh
CN1CCC(N2CCC(c3[nH]ncc3-c3cccc(F)c3)CC2)CC1	-1.1	-2	-0.1	-24
O=C(Nc1ccc(F)cc1)N1CCC(NC(=O)C23CC4CC(CC(C4)C2)C3)CC1	0.3	8	0.0	0
Fc1ccccc1Cn1cnc(NC(=S)NCCc2ccccc2)n1	0.7	5	-0.1	-9
O=c1c2ccccc2nc(-c2ccccc2F)n1NCc1cccc(Br)c1	0.5	-15	0.2	14

Other entries
SMILES	GPR151 ag	TEAD-YAP inh	FBW7 act	MITF inh
Cc1nc(NCc2cccnc2)c2cc(-c3ccccc3)sc2n1	3.4	-8	0.0	5
O=C(NNC(=O)c1ccc(Br)o1)c1ccc(SCc2cccc(F)c2)c([N+](=O)[O-])c1	-0.5	6	0.1	8
CC1CCC(NC(=O)C(=O)Nc2ccccc2F)CC1 (configuration not stated)	0.1	-24	0.1	-4
CCS(=O)(=O)N1CCN(S(=O)(=O)c2ccc(C(=O)O)cc2)CC1	0.3	6	0.0	0
CC(C)(C)NC(=O)COC(=O)c1ccc(S(=O)(=O)NCc2ccco2)cc1	-0.2	3	0.0	1
COc1cc(/C=C2\SC(=Nc3cc(C)cc(C)c3)NC2=O)c([N+](=O)[O-])cc1OCc1ccccc1	-0.5	0	-0.2	-10
O=C(NC(n1ccc(=O)[nH]c1=O)C(Cl)(Cl)Cl)C12CC3CC(CC(C3)C1)C2 (configuration not stated)	3.2	-6	-0.1	-2
CCOC(CNC(=O)c1ccc2c(c1)ncn2-c1ccc(F)cc1F)OCC	0.6	-8	0.0	7
CCOC(=O)c1ccc(NC(=O)NNC(=O)c2ccc(Cl)cc2Cl)cc1	1.8	-6	-0.1	-16
Brc1ccc(-c2nnn(CN3CCCCC3)n2)cc1	-0.6	15	-0.1	-1
CC(C)C(=O)Nc1ccc([N+](=O)[O-])cc1Br	-0.9	-1	-0.2	12
